Source: PubChem BioAssay (The Scripps Research Institute Molecular Screening Center)
GPR151 activ: activators of human GPR151, primary screen, cell-based, PathHunter beta-arrestin, luminescence; hit rate 1% among 650,000; G-protein coupled receptor 151 (Homo sapiens), Q8TDV0; activation, % at 11.2 µM; PathHunter beta-arrestin GPR151 cells; AID 1508602, 2020; in the data active means activation above about 4.9%;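 further: 0% = median of compound wells and 100% = cells with positive control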
Target sequence (Q8TDV0 whole entry, looked up): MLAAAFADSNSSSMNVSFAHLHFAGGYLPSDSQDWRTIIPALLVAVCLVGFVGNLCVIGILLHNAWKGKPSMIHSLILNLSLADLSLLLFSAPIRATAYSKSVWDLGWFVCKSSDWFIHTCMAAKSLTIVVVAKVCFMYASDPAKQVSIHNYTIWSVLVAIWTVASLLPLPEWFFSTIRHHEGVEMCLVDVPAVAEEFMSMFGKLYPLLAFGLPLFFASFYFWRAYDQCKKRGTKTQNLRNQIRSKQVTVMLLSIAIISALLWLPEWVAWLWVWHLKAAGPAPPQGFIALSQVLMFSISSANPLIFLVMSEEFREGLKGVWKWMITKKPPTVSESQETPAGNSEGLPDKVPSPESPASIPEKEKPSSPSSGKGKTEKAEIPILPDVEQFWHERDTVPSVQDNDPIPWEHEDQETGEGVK
FBW7 activator: FBW7 E3 ligase activators, primary screen, biochemical, AlphaScreen, human | hit rate 0.13% among 650,000 | AID 1259310, 2017 | AlphaScreen FBW7–phospho-cyclin E peptide binding, activator screen | F-box/WD repeat-containing protein 7 (Homo sapiens), Q969H0 | normalized activity (activation), % at 26.1 µM; in the data active means normalized activity above about 1.9%;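 further: purified mutant Fbw7 with reduced substrate affinity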
TEAD-YAP inh: TEAD-YAP interaction inhibition, primary screen, TEAD-YAP interaction inhibitor project, luminescence, HEK-TIYL cells; hit rate 1.4% among 640,000; TEAD-Gal4/YAP UAS-luciferase luminescence; inhibition, % at 9.12 µM; AID 1259422, 2018; in the data active means inhibition above about 32%;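 further: 0% = median of test compound wells and 100% = reference inhibitor wells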
MITF inh: MITF inhibitors, primary screen, biochemical, AlphaScreen, human; Microphthalmia-associated transcription factor (Homo sapiens), O75030; AlphaScreen MITF homodimerization, bead proximity signal; inhibition, % at 2.6 µM; hit rate 0.91% among 650,000; AID 1259374, 2018; in the data active means inhibition above about 50%;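 further: 0% = vehicle wells with protein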
Target sequence (O75030 whole entry, looked up): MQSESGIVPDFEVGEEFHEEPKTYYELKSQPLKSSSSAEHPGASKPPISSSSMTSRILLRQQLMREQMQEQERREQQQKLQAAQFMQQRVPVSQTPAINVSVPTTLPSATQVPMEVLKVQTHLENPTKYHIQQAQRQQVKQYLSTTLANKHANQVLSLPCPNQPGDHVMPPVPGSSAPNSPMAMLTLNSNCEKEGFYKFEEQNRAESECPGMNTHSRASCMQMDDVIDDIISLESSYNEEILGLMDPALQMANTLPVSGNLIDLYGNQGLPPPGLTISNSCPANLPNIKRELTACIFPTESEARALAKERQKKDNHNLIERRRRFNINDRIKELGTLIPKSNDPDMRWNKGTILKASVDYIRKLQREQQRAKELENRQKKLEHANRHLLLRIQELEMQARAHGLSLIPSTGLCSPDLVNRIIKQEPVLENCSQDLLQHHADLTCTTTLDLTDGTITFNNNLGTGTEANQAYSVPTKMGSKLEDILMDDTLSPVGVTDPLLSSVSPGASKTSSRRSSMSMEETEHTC
* marks the source's active call; other numbers are inactive results.

For Cc1cc(NC(=O)COc2ccccc2F)sn1 the results were GPR151 activ 1.0, FBW7 activator 0.3, TEAD-YAP inh -19 and MITF inh 1.
Screening COc1ccc(/C=C(/NC(=O)c2ccccc2Cl)C(=O)NCCC(=O)O)cc1 returned GPR151 activ 0.3, FBW7 activator 0.1, TEAD-YAP inh 12 and MITF inh 5.
Screening Cc1ccc(-n2[nH]nnc2=S)cc1Cl returned GPR151 activ 1.5, FBW7 activator 0.2, TEAD-YAP inh 0 and MITF inh 1.
CCNC(=O)CN(Cc1ccccc1)S(=O)(=O)c1ccc(Cl)cc1 was read as GPR151 activ 0.1, FBW7 activator 0.1, TEAD-YAP inh -6 and MITF inh -2.
`COC(=O)c1ccc2c(c1)N(Cc1ccccc1C#N)C(=O)C(F)(F)O2` gave GPR151 activ -0.9, FBW7 activator 0.0, TEAD-YAP inh 6 and MITF inh -6.
Screening CCOC(=O)c1cnc2c(OC)cccc2c1Nc1ccc(OC)cc1OC returned GPR151 activ 0.7, FBW7 activator -0.2, TEAD-YAP inh 53* and MITF inh -12.
Screening O=c1n(CCN2CCCC2)nc(-c2cccs2)n1-c1ccncc1 returned GPR151 activ -0.4, FBW7 activator -0.1, TEAD-YAP inh -2 and MITF inh 0.
Screening COC(=O)c1nc2cc3c(cc2c2ccn(CC(F)(F)F)c(=O)c12)OCO3 returned GPR151 activ -2.0, FBW7 activator 0.1, TEAD-YAP inh 1 and MITF inh -13.
O=C(NCc1cccnc1)c1cccc(Nc2ccc(N3CCOCC3)cc2)n1 was read as GPR151 activ -1.0, FBW7 activator 0.0, TEAD-YAP inh 6 and MITF inh 2.
CCOC(=O)C1=C(C)NC2=C(C(=O)CC(C)(C)C2)C1c1cc(Cl)ccc1F (stereo unspecified) was read as GPR151 activ -0.3, FBW7 activator 0.6, TEAD-YAP inh -5 and MITF inh 16.
NS(=O)(=O)c1ccc(N2N=C(C(F)(F)F)/C(=C/c3cc(Br)c(O)c(Br)c3)C2=O)cc1 was read as GPR151 activ 0.0, FBW7 activator 0.5, TEAD-YAP inh 2 and MITF inh 2.
C=CCn1c2ccccc2n2cc(-c3ccc4c(c3)OCO4)nc12 was read as GPR151 activ -0.8, FBW7 activator 0.3, TEAD-YAP inh 5 and MITF inh 2.
For C=CCOc1ccccc1/C=C1\C(=O)N(c2ccccc2)N=C1C the results were GPR151 activ -1.1, FBW7 activator -0.3, TEAD-YAP inh -4 and MITF inh 30.
`Cn1c(=O)c2c(nc(Cl)n2Cc2c(Cl)cccc2Cl)n(C)c1=O` gave GPR151 activ 1.0, FBW7 activator 0.0, TEAD-YAP inh 3 and MITF inh 7.
For CCC(C)(C)NC(=O)c1cc([N+](=O)[O-])ccc1N1CCCCC1 the results were GPR151 activ -0.1, FBW7 activator -0.1, TEAD-YAP inh 1 and MITF inh -1.
For COC(=O)C1=C(C)NC(=O)CC1c1ccccc1OCc1ccccc1 (stereo unspecified) the results were GPR151 activ 1.3, FBW7 activator 0.1, TEAD-YAP inh -4 and MITF inh -12.
Screening Cc1ccc(NS(=O)(=O)c2cn(C)c(=O)n(C)c2=O)cc1C returned GPR151 activ 1.6, FBW7 activator 0.0, TEAD-YAP inh -3 and MITF inh -5.
`COc1ccc(S(=O)(=O)Nc2cc(Cl)c(O)c(Cl)c2Cl)cc1` gave GPR151 activ -0.5, FBW7 activator 0.0, TEAD-YAP inh 5 and MITF inh 16.
For Cc1cc(NS(=O)(=O)c2ccc(F)cc2)ccc1N1CCCC1=O the results were GPR151 activ -0.1, FBW7 activator 0.1, TEAD-YAP inh -10 and MITF inh 6.
For Cc1ccc(C(C)C)c(OCC(=O)Nc2ccc3nn(-c4cccc5ccccc45)nc3c2)c1 the results were GPR151 activ -1.1, FBW7 activator 0.3, TEAD-YAP inh 0 and MITF inh 15.
For Cc1ccc(C(=O)Nc2cccc(Br)c2)cc1S(=O)(=O)N1CCOCC1 the results were GPR151 activ 0.5, FBW7 activator 0.1, TEAD-YAP inh -30 and MITF inh -11.
For c1cncc(CN2CCC(c3ccc4c(c3)OCO4)CC2)c1 the results were GPR151 activ -0.5, FBW7 activator -0.1, TEAD-YAP inh 0 and MITF inh -5.
Screening O=C1NN(Cc2ccncc2Br)C=NC=C1Br returned GPR151 activ -1.1, FBW7 activator 0.4, TEAD-YAP inh -3 and MITF inh -9.
Screening COc1ccc(NC(C)=O)cc1NC(=O)CSc1cc(C)c(Br)cc1C returned GPR151 activ 0.2, FBW7 activator 0.0, TEAD-YAP inh -4 and MITF inh -16.
OC(COc1ccc2c(c1)OCO2)CN1CCN(Cc2ccc3c(c2)OCO3)CC1 (stereo unspecified) was read as GPR151 activ -0.3, FBW7 activator -0.2, TEAD-YAP inh -2 and MITF inh -10.
COCc1cc(C)nc2sc(-c3ccc([N+](=O)[O-])cc3)c(NC(=O)c3ccccc3)c12 was read as GPR151 activ 2.1, FBW7 activator 0.0, TEAD-YAP inh 6 and MITF inh 3.
For CC1SCC(=O)N(CC(=O)Nc2ccc(F)cc2F)C1=O (stereo unspecified) the results were GPR151 activ -0.2, FBW7 activator 0.2, TEAD-YAP inh 4 and MITF inh 11.
For COc1ccc(NC(=O)CSc2cccc[n+]2[O-])cc1Cl the results were GPR151 activ -1.7, FBW7 activator 0.2, TEAD-YAP inh 24 and MITF inh 20.
N=c1ncn(Cc2ccccc2)c2nc(SCCO)[nH]c12 was read as GPR151 activ -0.2, FBW7 activator 0.1, TEAD-YAP inh 2 and MITF inh 14.
O=C(NCCN1CCOCC1)c1csc(N2CCC(N3CCOCC3)CC2)n1 was read as GPR151 activ -0.3, FBW7 activator 1.1, TEAD-YAP inh -7 and MITF inh 10.
For Cc1cccc(Nc2nc(N3CCOCC3)nc3c2cnn3C)c1 the results were GPR151 activ 0.8, FBW7 activator 0.2, TEAD-YAP inh -10 and MITF inh 6.
`Cc1nc2cc(Br)cc(Br)c2o1` gave GPR151 activ 2.7, FBW7 activator 0.1, TEAD-YAP inh 10 and MITF inh 9.
Screening Cc1c(C(=O)Nc2ccc3c(c2)OCCO3)sc2ncnc(N3CCN(c4ccccc4F)CC3)c12 returned GPR151 activ -0.4, FBW7 activator -0.2, TEAD-YAP inh -40 and MITF inh 3.
Screening Cc1cc(SCC(=O)Nc2cc(C)on2)nc(=O)[nH]1 returned GPR151 activ 1.1, FBW7 activator 0.0, TEAD-YAP inh -4 and MITF inh -3.
Cc1cc(C)nc(N2CCCC(CCC(=O)NCc3ccc(C)o3)C2)n1 (stereo unspecified) was read as GPR151 activ -0.2, FBW7 activator 0.0, TEAD-YAP inh 0 and MITF inh -1.
COC(=O)CC[C@H]1CN(C/C=C/c2ccc(N(C)C)cc2)CC[C@H]1N1CCOCC1 was read as GPR151 activ 0.1, FBW7 activator 0.1, TEAD-YAP inh 2 and MITF inh -4.
For CCOC(=O)CSc1nc2c(c(=O)n1CC1CCCCC1)C1(CCCC1)Cc1ccccc1-2 the results were GPR151 activ -0.3, FBW7 activator 0.0, TEAD-YAP inh 6 and MITF inh 4.
CC(=O)N1CCc2c(sc(NC(=O)c3c(F)cccc3F)c2-c2nc3ccccc3s2)C1 was read as GPR151 activ 0.2, FBW7 activator 0.3, TEAD-YAP inh 4 and MITF inh 20.
Screening CCOC(=O)C1=C(CS(=O)(=O)c2ccccc2)NC(=O)NC1c1ccc(O)c(OC)c1 (stereo unspecified) returned GPR151 activ -0.7, FBW7 activator 1.0, TEAD-YAP inh -4 and MITF inh -11.
For Cc1c(CN2Cc3cc(Cl)ccc3OC(C)C2)cnn1C (stereo unspecified) the results were GPR151 activ -0.4, FBW7 activator 0.3, TEAD-YAP inh 20 and MITF inh 18.
For COc1cccc(/C=N/NC(=O)CNc2cccc(C)c2)c1O the results were GPR151 activ -0.7, FBW7 activator 0.0, TEAD-YAP inh 13 and MITF inh 25.
CC(C)(C)Nc1c(-c2ccncc2)nc2ccc(Cl)cn12 was read as GPR151 activ -1.2, FBW7 activator 0.0, TEAD-YAP inh -12 and MITF inh 13.
For CC12CCC(C(=O)N(CC(=O)O)C1=O)C2(C)C (stereo unspecified) the results were GPR151 activ -0.8, FBW7 activator -0.3, TEAD-YAP inh 1 and MITF inh -4.
O=c1[nH]c2ccccc2nc1/C=C(O)/C=C/c1ccccc1 was read as GPR151 activ 1.4, FBW7 activator 0.1, TEAD-YAP inh -10 and MITF inh -1.
CCOC(=O)CN1C(=O)S/C(=C/c2ccc(OC)c(I)c2)C1=O was read as GPR151 activ -0.8, FBW7 activator 0.1, TEAD-YAP inh 9 and MITF inh 10.
For CCOc1ccc(Br)cc1/C=C1\SC(NC(C)=O)=NC1=O the results were GPR151 activ -1.1, FBW7 activator -0.1, TEAD-YAP inh -3 and MITF inh -18.
Screening CC1CCCN(S(=O)(=O)c2ccc(F)c(C(=O)NC3CCCC(C)C3C)c2)C1 (stereo unspecified) returned GPR151 activ -0.3, FBW7 activator 0.1, TEAD-YAP inh 9 and MITF inh -6.
`CCC(C)(C)NC(=O)COc1ccc(-c2ccccc2)cc1` gave GPR151 activ 0.8, FBW7 activator 0.1, TEAD-YAP inh -17 and MITF inh 2.

Looked up by compound from the entries so far:
For CCOC(=O)CSc1nc2c(c(=O)n1CC1CCCCC1)C1(CCCC1)Cc1ccccc1-2 the results were GPR151 activ -0.3, FBW7 activator 0.0, TEAD-YAP inh 6 and MITF inh 4.
For CC12CCC(C(=O)N(CC(=O)O)C1=O)C2(C)C (stereo unspecified) the results were GPR151 activ -0.8, FBW7 activator -0.3, TEAD-YAP inh 1 and MITF inh -4.
For COc1cccc(/C=N/NC(=O)CNc2cccc(C)c2)c1O the results were GPR151 activ -0.7, FBW7 activator 0.0, TEAD-YAP inh 13 and MITF inh 25.
For Cc1c(CN2Cc3cc(Cl)ccc3OC(C)C2)cnn1C (stereo unspecified) the results were GPR151 activ -0.4, FBW7 activator 0.3, TEAD-YAP inh 20 and MITF inh 18.
For COC(=O)C1=C(C)NC(=O)CC1c1ccccc1OCc1ccccc1 (stereo unspecified) the results were GPR151 activ 1.3, FBW7 activator 0.1, TEAD-YAP inh -4 and MITF inh -12.

Other structures
`CCOC(=O)c1ccc(N2C(=O)c3n[nH]c(-c4cccs4)c3C2c2cccnc2)cc1` (stereo unspecified) gave GPR151 activ -0.2, FBW7 activator 0.0, TEAD-YAP inh 17 and MITF inh -6.
`CN1c2ccccc2C(C)(C)C12C=Nc1c(c(C(=O)N3CCOCC3)cc3ccccc13)O2` (stereo unspecified) gave GPR151 activ 1.6, FBW7 activator -0.1, TEAD-YAP inh 6 and MITF inh 0.
`Cc1nn(C)c(Cl)c1S(=O)(=O)N1CCCC(C(=O)c2cccc(Cl)c2)C1` (stereo unspecified) gave GPR151 activ 1.0, FBW7 activator 0.1, TEAD-YAP inh -8 and MITF inh 2.
`CS(=O)(=O)Nc1ccc(C(=O)NCCc2ccccc2)cc1` gave GPR151 activ 5.7*, FBW7 activator -0.1, TEAD-YAP inh -35 and MITF inh 8.
For O=C(NCC1CCCO1)c1ccc(CS(=O)c2ccc(Br)cc2)o1 (stereo unspecified) the results were GPR151 activ 0.4, FBW7 activator -0.1, TEAD-YAP inh 5 and MITF inh 2.
`COc1ccc(-c2cc(-c3ccccc3)c(C#N)c(SCCS(=O)(=O)c3nc4ccccc4s3)n2)cc1` gave GPR151 activ 0.4, FBW7 activator 0.0, TEAD-YAP inh 2 and MITF inh 0.
`COCCN(C(=S)Nc1ccccc1Cl)C1CCN(C(C)=O)CC1` gave GPR151 activ 0.7, FBW7 activator 0.0, TEAD-YAP inh -1 and MITF inh 10.
Screening Cc1ccc(Oc2ccc(OCC(=O)NCC3CCCO3)cc2)cc1 (stereo unspecified) returned GPR151 activ 0.2, FBW7 activator 0.1, TEAD-YAP inh 16 and MITF inh 75*.
Screening Cc1occc1-c1nnc(SCC(=O)O)n1N returned GPR151 activ -1.8, FBW7 activator 0.4, TEAD-YAP inh -5 and MITF inh 44.
`CC(C)=CC(=O)Nc1ccc(C)cc1Br` gave GPR151 activ -1.0, FBW7 activator -0.3, TEAD-YAP inh -31 and MITF inh -3.
Screening COc1ccc(-c2cc(C(F)(F)F)nc(SCC(N)=O)n2)cc1OC returned GPR151 activ 0.5, FBW7 activator 0.0, TEAD-YAP inh -7 and MITF inh 11.
CC1(C)SC(N)=C(C#N)C2c3ccccc3OCC21 (stereo unspecified) was read as GPR151 activ 0.2, FBW7 activator 0.0, TEAD-YAP inh 13 and MITF inh 2.

A section from the list above, for reference:
For O=C(NCC1CCCO1)c1ccc(CS(=O)c2ccc(Br)cc2)o1 (stereo unspecified) the results were GPR151 activ 0.4, FBW7 activator -0.1, TEAD-YAP inh 5 and MITF inh 2.
`COc1ccc(-c2cc(-c3ccccc3)c(C#N)c(SCCS(=O)(=O)c3nc4ccccc4s3)n2)cc1` gave GPR151 activ 0.4, FBW7 activator 0.0, TEAD-YAP inh 2 and MITF inh 0.

The list goes on:
For O=C(Nc1ccc2c(c1)OCO2)c1cnn2cccnc12 the results were GPR151 activ -4.8, FBW7 activator 0.0, TEAD-YAP inh -38 and MITF inh 4.
Screening CCOC(=O)c1c(-n2cnnn2)sc2c1CCCC2 returned GPR151 activ 2.1, FBW7 activator -0.1, TEAD-YAP inh -10 and MITF inh -2.
`Cc1ccc(S(=O)(=O)N(C(=O)c2ccncc2)c2ccc(OC(=O)c3ccncc3)c3ccccc23)cc1` gave GPR151 activ -1.7, FBW7 activator 0.3, TEAD-YAP inh -2 and MITF inh 3.
Screening O=c1c2c(nc3n1CCC3)sc1c(Br)c(O)ccc12 returned GPR151 activ -1.3, FBW7 activator -0.1, TEAD-YAP inh -36 and MITF inh -1.
